Source: PubChem BioAssay
phage Ecoli inh = growth loss of phage-infected E. coli, primary screen, RecBCD inhibitor project, absorbance, with phage, HTS; inhibition, % at 11.9 µM; hit rate 0.26% among 360,000; in the data active = inhibition above about 11%
* hit, by the source's call. An excerpt; rates above refer to the full screens.

SMILES	phage Ecoli inh
CC(=O)OC[C@@H]1CN(Cc2ccccc2)C[C@H](n2cnc3c(N4CCCC4)ncnc32)O1	1.3
CCCNC(=O)C1(C)CCN(C(=O)c2cc(F)cc(F)c2)C1 (centres undefined)	1.6
CCOC(=O)[C@]12CCC=C1N(Cc1cccc3ccccc13)C(=O)[C@H](CC(=O)N1CCCC1)C2	1.8
COc1cccc(C(O)c2ncc(-c3ccc4ccccc4c3)[nH]2)c1 (centres undefined)	12.1*
Cn1c(=O)c2cc(NC(=S)NC3CC3)ccc2n1C/C=C/c1ccccc1	4.1
CCC(=O)N1CCCC(C)(C(=O)Nc2ccc(OC)c(F)c2)C1 (centres undefined)	1.4
CC(C)CCN1C(=O)c2ccccc2C1c1nnnn1-c1ccc2c(c1)OCCO2 (centres undefined)	0.3
COc1ccc(CC(N)c2csc(NC(=O)Nc3ccccc3Cc3ccccc3)n2)cc1 (centres undefined)	1.7
COc1ccccc1CCn1cnc(-c2ccc(OC)c(OC)c2)c1C(C)C	-1.5
COc1cc(Cl)ccc1OC1(C)CCN(Cc2c(F)cccc2F)C1 (centres undefined)	1.2
COC(=O)C1=C(C)N(C)C(=NCc2cccc(C(F)(F)F)c2)NC1c1ccccc1C(F)(F)F (centres undefined)	3.6
OC(Cc1ccccc1)c1ncc(-c2ccc(Cl)cc2)[nH]1 (centres undefined)	2.6
CCNc1ccccc1	4.0
Cc1cc(C)cc(C(O)c2ncc(-c3ccccc3F)[nH]2)c1 (centres undefined)	3.3
Nc1[nH]c(C(=O)c2ccccc2)c(-c2ccncc2)c1C(=O)NCCc1c[nH]c2ccccc12	1.0
COc1cccc(NC(=O)c2ccc3nc(C)c(N(C)Cc4ccc(NC(C)=O)cc4)n3c2)c1	1.0
CSc1ccc(-c2ccc3c(c2)c(Sc2ccccc2)c(-c2ccccc2)n3C)cc1	1.3
COC(=O)[C@]12C[C@H](CC(=O)NCC3CCCCC3)C(=O)N(Cc3ccc4c(c3)OCO4)C1=C[C@H](C(C)(C)C)O[C@@H]2C	2.4
Oc1ccc(C[C@H]2CN([C@@H](Cc3ccccc3)CN3CCCC3CN3C(=S)NC[C@@H]3Cc3ccccc3)C(=S)N2CC2CCCCC2)cc1 (some centres undefined)	5.1
CCCCCCCCN1C(=O)[C@@H](CC(=O)N2CCC(c3ccccc3)CC2)C[C@@]2(C(=O)OC)C1=C[C@H](C1CCCC1)O[C@@H]2C	4.6
CC1=C(C(=O)N2CCOCC2)CC(CC(=O)NCc2cccc3ccccc23)C(=O)N1Cc1ccc(C(C)(C)C)cc1 (centres undefined)	-2.6
C[C@@H]1C=CCCO[C@]12C(=O)N(Cc1ccc(Br)cc1)c1ccccc12	-2.5
CCOC1=C2CN(S(=O)(=O)c3ccc(C)cc3)CC[C@@H]2N(S(=O)(=O)c2ccc(C)cc2)[C@H](c2ccccc2)C1	-2.0
CCOC(=O)C1=C[C@@H](C(C)(C)C)N(S(=O)(=O)c2ccc([N+](=O)[O-])cc2)[C@H]1c1ccccc1	3.1
COc1cccc(C(O)c2nc(-c3ccc(OC)nc3)cs2)c1 (centres undefined)	1.9
COCCCNc1nccn2ccnc12	0.4
CCCCNC(=O)C1(C)CCCCN1C(=O)c1cc(C#N)cs1 (centres undefined)	0.5
CC1(C(=O)Nc2ccc3c(c2)OCCO3)CN(S(C)(=O)=O)CC(=O)N1C1CCCCCC1 (centres undefined)	2.3
O=C(N[C@@H](Cc1ccccc1)c1nc2ccccc2[nH]1)c1ccc([N+](=O)[O-])cc1	1.9
CC1(C(=O)NCc2ccc3c(c2)OCO3)CCN1C(=O)Cc1ccc(Cl)cc1Cl (centres undefined)	-1.1

In another format: results already given.
SMILES | phage Ecoli inh
Nc1[nH]c(C(=O)c2ccccc2)c(-c2ccncc2)c1C(=O)NCCc1c[nH]c2ccccc12 | 1.0
COc1cccc(NC(=O)c2ccc3nc(C)c(N(C)Cc4ccc(NC(C)=O)cc4)n3c2)c1 | 1.0
CSc1ccc(-c2ccc3c(c2)c(Sc2ccccc2)c(-c2ccccc2)n3C)cc1 | 1.3
COC(=O)[C@]12C[C@H](CC(=O)NCC3CCCCC3)C(=O)N(Cc3ccc4c(c3)OCO4)C1=C[C@H](C(C)(C)C)O[C@@H]2C | 2.4
Oc1ccc(C[C@H]2CN([C@@H](Cc3ccccc3)CN3CCCC3CN3C(=S)NC[C@@H]3Cc3ccccc3)C(=S)N2CC2CCCCC2)cc1 (some centres undefined) | 5.1
CCCCCCCCN1C(=O)[C@@H](CC(=O)N2CCC(c3ccccc3)CC2)C[C@@]2(C(=O)OC)C1=C[C@H](C1CCCC1)O[C@@H]2C | 4.6
CC1=C(C(=O)N2CCOCC2)CC(CC(=O)NCc2cccc3ccccc23)C(=O)N1Cc1ccc(C(C)(C)C)cc1 (centres undefined) | -2.6
C[C@@H]1C=CCCO[C@]12C(=O)N(Cc1ccc(Br)cc1)c1ccccc12 | -2.5
CCOC1=C2CN(S(=O)(=O)c3ccc(C)cc3)CC[C@@H]2N(S(=O)(=O)c2ccc(C)cc2)[C@H](c2ccccc2)C1 | -2.0
CCOC(=O)C1=C[C@@H](C(C)(C)C)N(S(=O)(=O)c2ccc([N+](=O)[O-])cc2)[C@H]1c1ccccc1 | 3.1
COc1cccc(C(O)c2nc(-c3ccc(OC)nc3)cs2)c1 (centres undefined) | 1.9
COCCCNc1nccn2ccnc12 | 0.4
CCCCNC(=O)C1(C)CCCCN1C(=O)c1cc(C#N)cs1 (centres undefined) | 0.5

Next part
SMILES	phage Ecoli inh
O=C(Nc1cccnc1)c1ccc(CSc2ccc(Cl)cc2)o1	3.8
O=C(/C=C/[C@H]1O[C@@H](n2ccc(=O)[nH]c2=O)[C@H](O)[C@@H]1O)NCCN1CCCC1	2.9
CCOC(=O)C1=CCN(S(=O)(=O)c2ccc(C)cc2)C1c1ccc(C(C)C)cc1 (centres undefined)	2.5
O=C(c1cc(C2CCCCN2S(=O)(=O)c2ccc(F)cc2F)on1)N1CCOCC1 (centres undefined)	0.1
CC1(C(=O)Nc2ccc3c(c2)OCCO3)CCN1C(=O)Cc1ccc(-c2ccccc2)cc1 (centres undefined)	2.5
O=C(NCc1ccco1)Nc1nnc([C@H]2C[C@H](O)[C@@H](CO)O2)s1	3.6
O=C(CCc1c[nH]c2ccccc12)Nc1ccc(Oc2cccnc2)cc1	0.5
O=C(Nc1cccc(C(F)(F)F)c1)C1Cc2c(-c3ccccc3)ccnc2O1 (centres undefined)	3.5
CCC(CC)C(=O)N(C)c1c(C)nc2c(OCCOc3ccccc3)cccn12	-0.2
COc1cc(OC)cc(C2=Cc3ccccc3C(CC(=O)c3ccco3)N2c2ccc(-c3cncnc3)cc2)c1 (centres undefined)	-2.6
O=CNc1cc(-c2cccc(O)c2)cn2c(-c3ccc(F)cc3)cnc12	0.6
CN(C)CCNc1ncnc2c1ncn2[C@H]1CN(CCc2ccccc2)C[C@@H](CO)O1	1.6
CCc1nc2ccc(C(=O)NCCc3ccccn3)cn2c1N(C)Cc1cccs1	0.5
COc1cc(-c2coc3c(C(=O)NCc4cccc(Cl)c4)cccc23)ccc1O	3.3
CC(=O)Nc1ccc(CN2C(=O)C(CCc3ccccc3)ON=C2c2cnccn2)cc1 (centres undefined)	1.1
COc1ccc(NC(=O)c2cc(-c3cc(F)ccc3OC(C)C)n[nH]2)cc1OC	1.2
COc1cccc(-c2cccc3c4c([nH]c23)[C@@H]2C[C@H]3[C@@H](C(=O)N2CC4)[C@H](C)ON3C)c1	2.5
CC(C)(C)c1ccc(C(=O)N2CCC2(C)C(=O)NCCC#N)cc1 (centres undefined)	2.3
O=C1N(c2ccccc2)c2ccccc2[C@]12C[C@H](O)CO2	0.7
CCCS(=O)(=O)NC(=O)C1(C)CCN(C(=O)c2ccc(OC(F)F)cc2)C1 (centres undefined)	3.3
COC(=O)[C@]12CCCCC=C1N(Cc1ccco1)C(=O)[C@H](CC(=O)NCc1cccs1)C2	0.4
CC(C)C[C@H]1CN([C@@H](CC(C)C)CN2CCC[C@H]2CN2C(=O)C(=O)NC[C@@H]2Cc2ccc(O)cc2)C(=O)C(=O)N1CC1CCCCCC1	3.4
CC(=O)C1=C(C)N(Cc2ccccc2)C(=S)NC1c1cccc(Br)c1 (centres undefined)	2.2
CC(C)C[C@H]1COc2cc(N3CCCC3)ccc2S(=O)(=O)N1	2.8
O=C1NC[C@@H](CCCCN2C[C@H](Cc3ccccc3)N(CCc3ccccc3)C(=O)C2=O)N(Cc2ccccc2)C1=O	-0.7
CC(CNC(=O)[C@@H](Cc1ccccc1)NC(=O)CC[C@H]1O[C@@H](n2ccc(=O)[nH]c2=O)[C@H](O)[C@@H]1O)c1ccccc1 (some centres undefined)	3.9
CCCc1ccc2c(C)cccc2n1	1.7
O=S1(=O)CC(N2CCN(CCO)CC2)CN1CCc1ccccc1 (centres undefined)	2.8
S=C(NCCCc1cnc[nH]1)NCCCN(Cc1ccccc1)c1ccc(Br)cn1	5.1
COc1cccc(-c2oc3c(c2-c2ccc(OC)nc2)C(O)CCC3)c1 (centres undefined)	-0.9
NCc1ccc(OCCCN2CCC(C(O)(C3=CCCC3)c3ccccc3)CC2)cc1 (centres undefined)	3.8
C#Cc1ccc(NC(=O)C2(C)CCN2C(=O)C2(c3ccccc3)CCCC2)cc1 (centres undefined)	1.4
COc1ccc([C@H]2CC(=O)C[C@@H](CCn3cc(-c4ccccc4)nn3)O2)cc1	2.3
CCCCOc1cccc2c(=O)n(CC(=O)Nc3ccc4c(c3)OCCO4)ccc12	3.2
CCOC(=O)C1(C)CCCCN1C(=O)c1ccco1 (centres undefined)	-0.5
O=[N+]([O-])c1nccn1C1C=CC(O)C(CO)O1 (centres undefined)	6.0
COc1ncc(-c2c(-c3ccccc3OC)sc3ccccc23)cn1	0.9
COc1cccc(-c2cc(CNC(=O)[C@H]3O[C@@H](n4ccc(=O)[nH]c4=O)[C@H](O)[C@@H]3O)no2)c1	0.2
CCCS(=O)(=O)NC(=O)C1(C)CCCN(C(=O)c2c(F)ccc(C)c2F)C1 (centres undefined)	0.8
O=C(O)c1cc(Cl)n[nH]c1=O	2.5
CC1=C(C(=O)N(C(C)C)C(C)C)CC(CC(=O)NCc2cccs2)C(=O)N1Cc1ccc(F)cc1 (centres undefined)	-0.1
COCCNC(=O)C1C(=O)Nc2ccccc2C(=O)N1C1CCCC1 (centres undefined)	-0.2
CCCCNC(=O)c1ccc2nc(CC)c(N(CC)CCOC)n2c1	2.9
Cc1ccccc1CN1C(=O)CN(S(C)(=O)=O)CC1(C)C(=O)Nc1ccc2c(c1)OCCO2 (centres undefined)	0.7
O=C(NCCc1ccccc1)C1Cc2c(-c3ccc(Cl)cc3)ccnc2O1 (centres undefined)	3.8
COc1ccc(C(NC(=O)C2CCN(Cc3ccc(Oc4ccccc4)cc3)CC2)c2ccccn2)cc1 (centres undefined)	2.9
COc1ccc(-c2cnc3c(NC(C)=O)cc(-c4ccc(C(=O)NC5CC5)cc4)cn23)cc1OC	0.2
O=c1ccn([C@@H]2O[C@H](CNCc3cccn3-c3nccs3)[C@@H](O)[C@H]2O)c(=O)[nH]1	-0.7
COc1ccccc1-c1cnc(C(O)c2ccc(C)c(F)c2)[nH]1 (centres undefined)	1.2
N#Cc1ccc(C23CC4(C2)[C@H](CN(CC2CCCCC2)[C@@H]4c2ccccc2)C3c2ccc(C(F)(F)F)cc2)cc1 (some centres undefined)	5.7
CCc1nc2ccc(C(=O)NCCCN3CCCC3=O)cn2c1N(CC)C(C)=O	0.3
CC(C)C[C@H]1COc2cc(N3CCSCC3)ccc2S(=O)(=O)N1	2.5
CC1(C(=O)NS(=O)(=O)c2ccccc2Cl)CCN1C(=O)CCC1CCCC1 (centres undefined)	0.2
COC(=O)[C@]12C[C@H](CC(=O)N3CCC(c4ccccc4)CC3)C(=O)N(CCC3=CCCCC3)C1=C[C@H](COCc1ccccc1)O[C@@H]2C	2.7
CC=CCn1c(SCCCc2ccccc2)nc2c1c(=O)[nH]c(=O)n2C	1.6
Cc1c(C(=O)N2CCCCCC2(C)C(=O)NCC(C)C)oc2ccccc12 (centres undefined)	1.2
Cc1ccc(-c2cnc3cccnn23)cc1F	1.7
CC(=O)NC(c1ccccc1)c1nc(-c2cccs2)cs1 (centres undefined)	3.6
COc1ccc(C2CC(=O)C(c3ccccc3C)=CN2Cc2ccccc2)cc1 (centres undefined)	-1.7
O=C(NC(c1ccccc1)c1cnccn1)C1CCN(CCCOc2ccccc2)CC1 (centres undefined)	2.7

Later entries.
SMILES	phage Ecoli inh
OC(c1ccccc1)c1ncc(-c2ccc(Cl)cc2)[nH]1 (centres undefined)	1.9
CCc1nc2ccc(C(=O)NCCCN3CCCC3=O)cn2c1N(C=O)CC	3.7
COC(=O)[C@]12CCCCC=C1N(Cc1ccccc1)C(=O)[C@H](CC(=O)NCCCCc1ccccc1)C2	-1.2
CN(C)c1ccc(NC(=O)Nc2ccc3c(c2)c(=O)n(C)n3Cc2ccc(Cl)cc2)cc1	1.6
Cc1nc2ccccc2n1C(C)c1nc2ccccc2n1CC(=O)c1ccsc1 (centres undefined)	0.6
COCc1[nH]nc2c1C(c1ccccc1)N(Cc1ccccc1)C2=O (centres undefined)	1.2
CC(C)(C)C(=O)Nc1nnc([C@H]2C[C@H](O)[C@@H](CO)O2)s1	1.6
Cc1cc(N2CCN(C(C(=O)NC3CCCC3)c3ccc(F)cc3)CC2)c2ccccc2n1 (centres undefined)	0.2
CCCCCCCCN1C(=O)[C@H](CC(=O)NCCc2ccccc2OC)C[C@@]2(C(=O)OC)CC(C)(C)CC=C12	-0.2
Cc1cc(N2CCN(C(=O)OC(C)(C)C)C[C@H]2C)ccc1Br	1.1
O=C1NC[C@H](CCCCN2C[C@H](Cc3ccc(O)cc3)N(CCC3CCCCC3)C(=O)C2=O)N(CCc2ccccc2)C1=O	1.0
CC1NC(=O)c2ccccc2-n2c1nc1ccc(F)cc1c2=O (centres undefined)	2.5
CS(=O)(=O)Nc1cccc(NC(=O)C2Cc3c(-c4ccco4)ccnc3O2)c1 (centres undefined)	1.6
COc1ccc(CCCNC(=O)C2Cc3c(-c4cccc(C(N)=O)c4)ccnc3O2)cc1 (centres undefined)	2.8
O=C1Nc2ccccc2-n2nnnc2C1N1CCCN(Cc2ccc(F)cc2)CC1 (centres undefined)	2.0
OC(c1ccc(F)cc1)c1ncc(-c2ccccc2Cl)[nH]1 (centres undefined)	2.6

2 entries picked at random from the list so far, as already listed:
SMILES	phage Ecoli inh
O=S1(=O)CC(N2CCN(CCO)CC2)CN1CCc1ccccc1 (centres undefined)	2.8
CCC(CC)C(=O)N(C)c1c(C)nc2c(OCCOc3ccccc3)cccn12	-0.2
